Screens (PubChem)
KDM4C inh – inhibitors of human demethylase GASC-1 KDM4C; GST-KDM4C 2-372, H3K9me3 peptide, LANCE TR-FRET; Q9H3R0; 0.15% of 96,000 active; inhibition, % at 12.5 µM;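 active means mean replicate inhibition above about 25%, with at least 55% of replicates also reaching it, limit read from the data, passing the limit was not always enough; inconclusive means only one of those two conditions met; inactive means neither condition met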
Target sequence (Q9H3R0 2-372 limits assumed): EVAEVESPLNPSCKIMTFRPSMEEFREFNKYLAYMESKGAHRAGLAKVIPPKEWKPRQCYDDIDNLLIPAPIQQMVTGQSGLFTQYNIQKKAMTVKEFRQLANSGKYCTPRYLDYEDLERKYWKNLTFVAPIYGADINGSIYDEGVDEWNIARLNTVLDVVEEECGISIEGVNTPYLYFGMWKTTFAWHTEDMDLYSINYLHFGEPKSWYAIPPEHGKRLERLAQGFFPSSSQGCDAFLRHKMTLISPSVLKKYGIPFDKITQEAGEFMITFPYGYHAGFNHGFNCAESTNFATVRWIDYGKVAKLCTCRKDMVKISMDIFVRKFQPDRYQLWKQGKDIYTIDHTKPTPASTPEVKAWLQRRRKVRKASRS
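System: N-terminal GST-fused human GASC-1 (KDM4C) fragment, residues 2-372; amount: enzyme final amount 10 nM; incubation: reaction 30 min RT, detection step 1 h RT; medium: HEPES buffer, pH 7.5, plus ascorbate; technique: LANCE TR-FRET, Eu antibody, ULight-streptavidin, EDTA, ex 340 nm, em 618/671 nm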
Tcruzi prolif – T. cruzi proliferation inhibition | T. cruzi beta-gal in NIH3T3, GalScreen luminescence, 90 h | inhibition, % at 8.34 µM | 5.9% of 77,000 active;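 active means mean inhibition above about 93%, with at least 55% of replicates each passing it, limit read from the data, passing the limit was not always enough; inconclusive means only one of those two conditions holds; inactive means neither condition holds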
C diff HTS – inhibitors of Clostridium difficile growth. growth activity, negative = inhibition, % at 16 µg/mL (by protocol). 0.25% of 86,000 active. Clostridium difficile clinical isolate growth, OD600, 24 h; active compounds read low. AID 1259249;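 active means mean growth activity at or below -80% and every replicate also at or below -80%; inconclusive means mean at or below -80% but some replicate above -80%; inactive means mean growth activity above -80%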;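 further: 0% = DMSO wells and -100% = levofloxacin 16 µg/mL wells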
Pf Dd2 inh – inhibitors of Plasmodium falciparum Dd2 growth; P. falciparum Dd2 growth, SYBR Green, 72 h; active compounds read low; activity change, % at 10 µM; 2.3% of 94,000 active; AID 1159554; in the data active means activity change below about -80%; inconclusive means no clear call, values can overlap the other calls
Active calls of the source: *; ? = inconclusive; · = not tested or not shown; & = joins results of further samples. Random draw from the library; 6.7% or so of the library scored in one or more.

SMILES	KDM4C inh	Tcruzi prolif	C diff HTS	Pf Dd2 inh
C/C=C/c1ccc2c(c1)O[C@@H](CN(C)C(=O)Nc1cccc(F)c1)[C@@H](C)CN([C@@H](C)CO)S2(=O)=O	-0.3	-53.4	3.8	-31.1
C[C@H](CO)N1C[C@H](C)[C@@H](CN(C)C(=O)Nc2cccc(Cl)c2Cl)OCc2ccccc2-c2c(n(C)c3ccccc23)C1=O	-4.8	·	18.5	-45.6
COc1ccc(NC(=O)Nc2ccc3c(c2)CC(=O)N([C@@H](C)CO)C[C@H](C)[C@@H](CN(C)S(C)(=O)=O)O3)cc1	-1.3	·	-7.5	-15.4
C[C@H](CO)N1C[C@H](C)[C@@H](CN(C)Cc2cncnc2)Oc2ncc(-c3cccc(C#N)c3)cc2C1=O	0.4	24.9	-2.0	38.4
O=C(C[C@@H]1CC[C@H]2[C@@H](COC[C@@H](O)CN2C(=O)Nc2ccc(F)cc2)O1)NC1CCC1	-0.9	·	9.1&1.1	22.6
O=C(c1cnccn1)N1CC(=O)N2[C@@H](CO)[C@H](c3ccc(C#CC4CCCC4)cc3)[C@@H]2C1	0.6	·	-11.3	15.7
CCCNC(=O)C[C@@H]1CC[C@@H]2[C@@H](COc3ccc(NC(=O)c4cscn4)cc3C(=O)N2C)O1	-1.5	14.5	-3.6	8.9
C[C@H](CO)N1C[C@H](C)[C@H](CN(C)S(=O)(=O)c2ccc(F)cc2)OCCCC[C@H](C)Oc2ccc(NS(=O)(=O)c3cccs3)cc2C1=O	2.7	18.0	-4.5	-36.2
O=C(c1cccc(F)c1)N1CCCCN2[C@@H](CO)[C@@H](c3ccc(/C=C/c4ccccc4)cc3)[C@@H]2C1	-2.8	109.1*	-74.5	-64.2
CCCNC(=O)N1C[C@@H](C)[C@H](OC)CN(C)C(=O)c2cc(NC(=O)CCC)ccc2OC[C@@H]1C	2.3	94.6	·	19.5
C[C@@H]1CN([C@H](C)CO)C(=O)c2cc(C#CC3CC3)cnc2O[C@@H]1CN(C)Cc1cccc(C(=O)O)c1	7.8	·	-2.7	-15.3
C[C@@H]1CN([C@H](C)CO)S(=O)(=O)c2ccc(C#CC3(O)CCCC3)cc2O[C@@H]1CN(C)C(=O)Nc1ccccc1	-1.7	-76.3	12.5	-13.5
C[C@H]1CCCCO[C@@H](CN(C)C(=O)Nc2ccccc2)[C@@H](C)CN([C@@H](C)CO)C(=O)c2cc(NS(C)(=O)=O)ccc2O1	-0.8	21.6	1.0	-26.7
CCCNC(=O)N1CC2(CN(C(=O)Nc3cccc(F)c3)C2)c2c(n(C)c3cc(OC)ccc23)[C@@H]1CO	0.1	·	12.5	-24.8
COc1ccc(NC(=O)N(C)C[C@H]2OCCCC[C@H](C)Oc3ccc(NC(=O)Nc4c(C)noc4C)cc3C(=O)N([C@H](C)CO)C[C@@H]2C)cc1	0.9	19.1	-1.1	6.8
C[C@H](CO)N1C[C@H](C)[C@H](CN(C)Cc2cccc(F)c2)Oc2ncc(Br)cc2C1=O	1.0	-14.3&-10.8	6.0&9.5	5.9&10.6
Cc1ccc(S(=O)(=O)Nc2ccc3c(c2)C(=O)N([C@@H](C)CO)C[C@@H](C)[C@@H](CN(C)C(=O)Nc2ccc4c(c2)OCO4)OCCCC[C@@H](C)O3)cc1	-1.3	·	7.9	-67.7
C[C@H](CO)N1C[C@H](C)[C@H](CN(C)C(=O)Nc2ccc(C(F)(F)F)cc2)OCCCC[C@H](C)Oc2ccc(NC(=O)Nc3ccccc3)cc2C1=O	0.2	·	-5.8	-20.9
C[C@@H]1CN([C@@H](C)CO)C(=O)c2cccc(NC(=O)Nc3ccc4c(c3)OCO4)c2O[C@@H]1CN(C)C(=O)Nc1cccc2ccccc12	-1.0	58.2	6.1	-75.2
CCC(=O)Nc1ccc2c(c1)C(=O)N(C)[C@@H]1CC[C@@H](CC(=O)NCCc3ccncc3)O[C@H]1CO2	-4.1	24.6	-9.9	2.0
N#C[C@H]1[C@@H](c2ccccc2-c2cccc(F)c2)[C@H](CO)N1C(=O)CN1CCOCC1	-1.0	·	45.6	0.0
C[C@@H]1CCCCO[C@H](CN(C)C)[C@H](C)CN([C@H](C)CO)C(=O)c2cc(NS(=O)(=O)c3cccs3)ccc2O1	0.1	11.9	-3.5	17.0
Cc1noc(C)c1NC(=O)Nc1ccc2c(c1)C(=O)N([C@H](C)CO)C[C@@H](C)[C@@H](CN(C)S(=O)(=O)c1ccccc1)OCCCC[C@H](C)O2	0.3	-67.3	-4.8	-49.6
O=C(C[C@H]1CC[C@H](NS(=O)(=O)c2ccccc2)[C@@H](CO)O1)NCc1ccc(Cl)c(Cl)c1	-0.9	-59.7	-1.9	0.9

Entries from the list above containing a cyano group:
SMILES	KDM4C inh	Tcruzi prolif	C diff HTS	Pf Dd2 inh
C[C@H](CO)N1C[C@H](C)[C@@H](CN(C)Cc2cncnc2)Oc2ncc(-c3cccc(C#N)c3)cc2C1=O	0.4	24.9	-2.0	38.4
N#C[C@H]1[C@@H](c2ccccc2-c2cccc(F)c2)[C@H](CO)N1C(=O)CN1CCOCC1	-1.0	·	45.6	0.0

Additional records follow:
SMILES	KDM4C inh	Tcruzi prolif	C diff HTS	Pf Dd2 inh
O=C(C[C@H]1C=C[C@@H](NC(=O)CC2CC2)[C@H](CO)O1)NCc1ccc(Cl)cc1	-1.0	-28.0	5.1	3.7
C[C@H](CO)N1C[C@H](C)[C@@H](CN(C)Cc2ccc3c(c2)OCO3)OCCCC[C@H](C)Oc2ccc(N(C)C)cc2C1=O	-2.4	·	-1.1	30.7
COc1cccc(S(=O)(=O)N[C@@H]2CC[C@@H](CC(=O)NCc3ccc(F)cc3)O[C@H]2CO)c1	-0.3	-3.5	0.0	-3.7
O=C(Nc1cc(F)ccc1F)N[C@H]1CC[C@@H](CCNC(=O)c2cnccn2)O[C@@H]1CO	0.1	-52.7	·	0.7
CC(=O)N1[C@@H]2c3cccc(=O)n3C[C@@H]2[C@@H](CO)[C@@H]1C(=O)N[C@H](C)c1ccccc1	-0.5	-5.8	-2.8	5.2
Cc1cccc(S(=O)(=O)N2CC[C@@H]3[C@@H](CO)N(C)c4ccc(-c5ccccc5F)cc4[C@@H]32)c1	-0.2	24.0	3.2	6.8
Cc1cc(C(=O)Nc2cccc3c2O[C@H](CN(C)C(=O)Nc2ccc(C(F)(F)F)cc2)[C@H](C)CN([C@@H](C)CO)C3=O)n(C)n1	-2.5	21.7	3.4	-69.1
C[C@@H]1CCCCO[C@@H](CN(C)Cc2ccc(Cl)c(Cl)c2)[C@H](C)CN([C@@H](C)CO)C(=O)c2cc(NC(=O)CCC(F)(F)F)ccc2O1	-0.3	?	11.3	?
C[C@@H]1CN([C@H](C)CO)C(=O)c2cc(NS(=O)(=O)c3ccccc3)ccc2O[C@@H](C)CCCCO[C@@H]1CN(C)Cc1ccc(Cl)c(Cl)c1	3.0	87.9	5.8	-71.4
CO[C@H](CN(C)C(=O)c1ccccc1F)[C@@H](C)CN([C@H](C)CO)S(=O)(=O)c1ccc(Cl)cc1	0.4	-29.8	·	3.7
CC(C)NC(=O)N[C@H]1C[C@@H]2O[C@H](CO)CC[C@@H]2O[C@@H]1CCc1ccc(-c2ccccc2F)cc1	·	·	-1.9	19.2
CO[C@@H]1CN(C)C(=O)c2cc(NC(=O)NC3CCCCC3)ccc2OC[C@@H](C)NC[C@@H]1C	-1.1	-6.3	·	·
C[C@H](CO)N1C[C@H](C)[C@H](CN(C)Cc2ccccc2)Oc2ccc(NS(=O)(=O)c3cccs3)cc2C1=O	-1.4	32.5	2.8	1.9
C/C=C/c1ccc([C@@H]2[C@H]3CN(C(=O)Nc4cc(F)ccc4F)CCCCN3[C@H]2CO)cc1	0.1	64.4	8.1	-10.9
CCNC(=O)C[C@H]1CC[C@H]2[C@@H](COc3ccc(NS(C)(=O)=O)cc3C(=O)N2C)O1	0.5	-20.0	0.6	-64.2
Cc1ccc(S(=O)(=O)Nc2ccc3c(c2)C(=O)N([C@H](C)CO)C[C@@H](C)[C@H](CN(C)C(=O)NC2CCCCC2)O3)cc1	-3.6	-30.4	6.5	17.3
COc1ccc(CN(C)C[C@H]2Oc3c(NC(=O)Nc4ccc(C(F)(F)F)cc4)cccc3C(=O)N([C@H](C)CO)C[C@@H]2C)cc1	·	·	2.0	-4.0
COc1cccc(C(=O)Nc2ccc3c(c2)OC[C@H](C)N(CC2CC2)C[C@H](C)[C@H](OC)CN(C)C3=O)c1	-0.7	-9.2	-4.0	4.0
CO[C@@H]1CN(C)C(=O)c2cc(NC(=O)Nc3ccccc3)ccc2OC[C@@H](C)N(C(=O)Nc2c(C)noc2C)C[C@@H]1C	1.3	-49.1	·	2.9
CCCNC(=O)N1[C@H](C#N)[C@@H](c2ccccc2)[C@@H]1CO	-0.6	-27.8	-22.4	20.3
Cc1cc(C(=O)Nc2ccc3c(c2)C(=O)N(C)[C@H]2CC[C@@H](CC(=O)N[C@@H](C)c4ccccc4)O[C@H]2CO3)no1	1.8	62.8	0.6	-18.2
CO[C@@H]1CN(C)C(=O)c2cc(NC(=O)Cc3ccccc3)ccc2OC[C@H](C)N(C(=O)c2ccccc2F)C[C@H]1C	-1.7	-8.5	·	-13.3
COCC(=O)N1CC(=O)N2[C@H](C1)[C@H](c1ccc(-c3ccncc3)cc1)[C@@H]2CO	2.7	·	1.0	13.8
COc1ccccc1-c1cnc2c(c1)C(=O)N([C@H](C)CO)C[C@H](C)[C@@H](CN(C)C(=O)c1cccnc1)O2	0.1	·	-3.9	26.2
Cc1noc(C)c1NC(=O)Nc1ccc2c(c1)CC(=O)N([C@H](C)CO)C[C@@H](C)[C@H](CN(C)C)O2	-0.1	·	-2.4	22.2
COc1ccc(NC(=O)N(C)C[C@H]2Oc3ccc(NC(=O)C4CC4)cc3CC(=O)N([C@@H](C)CO)C[C@H]2C)cc1	-0.3	3.2	-0.3	14.1
C[C@@H]1CCCCO[C@@H](CN(C)Cc2ccccc2)[C@H](C)CN([C@@H](C)CO)C(=O)c2cc(NC(=O)Nc3ccc(C(F)(F)F)cc3)ccc2O1	0.7	75.7	26.7	-58.2
C[C@H](CO)N1C[C@H](C)[C@@H](CN(C)C(=O)Nc2ccc3c(c2)OCO3)Oc2ccc(NC(=O)CCC(F)(F)F)cc2CC1=O	1.0	-15.4	-2.6	-21.5
C[C@@H]1CCCCO[C@@H](CN(C)C(=O)Nc2ccccc2)[C@H](C)CN([C@@H](C)CO)C(=O)c2cc(NS(=O)(=O)c3ccccc3)ccc2O1	-2.6	·	·	-25.7
C[C@H]1CN([C@@H](C)CO)C(=O)c2cc(-c3ccccc3F)cnc2O[C@@H]1CN(C)Cc1ccc(F)cc1	0.0	67.1	7.2	-21.6
Cc1ccc(S(=O)(=O)N(C)C[C@@H]2Oc3c(NS(=O)(=O)c4ccc(F)cc4)cccc3C(=O)N([C@@H](C)CO)C[C@@H]2C)cc1	0.4	39.5	73.2	-5.3
C/C=C/c1ccc2c(c1)O[C@@H](CN(C)C(=O)c1ccc3c(c1)OCO3)[C@H](C)CN([C@@H](C)CO)S2(=O)=O	-5.8	26.3	-2.8	-49.2
C[C@H]1CN([C@@H](C)CO)C(=O)Cc2cc(NS(=O)(=O)c3ccccc3)ccc2O[C@@H]1CN(C)S(=O)(=O)c1cn(C)cn1	-0.8	12.1	-3.3	31.1
C/C=C/c1cccc(-c2nc(C(=O)NCCN3CCCCC3)cc3c2[C@@H](CCO)N([S@](=O)C(C)(C)C)C3)c1	·	·	6.7	-65.1
C[C@H](CO)N1C[C@H](C)[C@@H](CN(C)C(=O)NC2CCCCC2)Oc2cc(C#Cc3ccc(F)cc3)ccc2S1(=O)=O	-0.6	86.7	9.2	-34.3
C[C@H]1CCCCO[C@H](CN(C)C(=O)Nc2ccc(C(F)(F)F)cc2)[C@@H](C)CN([C@@H](C)CO)C(=O)c2cc(NS(=O)(=O)c3ccc(F)cc3)ccc2O1	0.7	93.5	0.1	-81.8*
C[C@@H]1CCCCO[C@H](CN(C)Cc2ccc(Cl)c(Cl)c2)[C@@H](C)CN([C@H](C)CO)C(=O)c2cc(NC(=O)Nc3ccc4c(c3)OCO4)ccc2O1	0.7	102.9*	-2.2	8.0
COc1cccc(-c2ccc3c(c2)O[C@@H](CN(C)Cc2ccncc2)[C@H](C)CN([C@@H](C)CO)S3(=O)=O)c1	1.3	·	-7.9	-52.9
Cc1cccc(-c2ccc([C@@H]3[C@@H](CO)N4CCCCN(S(=O)(=O)c5ccccc5F)C[C@H]34)cc2)c1	0.2	-31.7	71.4	-69.4
COc1ccccc1-c1cnc2c(c1)C(=O)N([C@@H](C)CO)C[C@@H](C)[C@@H](CN(C)Cc1ccc(C(=O)O)cc1)O2	-1.0	67.8	-0.8	-31.8
CCC(=O)N1[C@H](CO)[C@@H](c2ccccc2)C12CN(C(=O)c1ccc3c(c1)OCO3)C2	0.4	·	-2.6	29.9
